Calpain2 inh: inhibitors of pig calpain II. purified calpain II, fluorogenic peptide substrate, 30 min. inhibition, % at 16 µM. 0.37% of 220,000 active. AID 1236;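 active = inhibition above about 50%, limit read from the data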
EBV gp42 inh: inhibitors of Epstein-Barr virus glycoprotein 42 | Q1HVG2 | Fluorescence polarization binding assay, mP read-out | inhibition, % (tested at 21.74 µM) | 0.42% of 220,000 active | AID 1085; in the data active = inhibition above about 50%
Target sequence (Q1HVG2 whole entry, looked up): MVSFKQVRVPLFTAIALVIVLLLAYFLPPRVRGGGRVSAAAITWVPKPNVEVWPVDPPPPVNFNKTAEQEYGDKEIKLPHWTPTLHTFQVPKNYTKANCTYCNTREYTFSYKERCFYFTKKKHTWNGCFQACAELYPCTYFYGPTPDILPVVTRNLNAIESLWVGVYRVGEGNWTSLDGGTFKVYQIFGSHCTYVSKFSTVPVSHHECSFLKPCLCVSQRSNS
Cl transport mod: KCC2 (human) Cl- transport modulation; Q9H2X9; KCC2 cells, thallium flux FluoZin-2 fluorescence; B-score of Tl+ flux slope (higher = more flux/activation; lower = inhibition) at 10 µM; 2.2% of 190,000 active;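 active = thallium flux slope and its plate-corrected score both differing from the plate sample mean at a set confidence after two filtering rounds, in either direction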;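 note: slope of fluorescence scaled to starting intensity during 10 to 20 s after thallium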
Furin inh: human furin inhibition | P09958 | purified furin, fluorogenic substrate cleavage | inhibition, % at 30 µM | 0.061% of 220,000 active | AID 463115; in the data active = inhibition above about 25%; note: inactives centre near -15
Target sequence (P09958 108-714 limits assumed): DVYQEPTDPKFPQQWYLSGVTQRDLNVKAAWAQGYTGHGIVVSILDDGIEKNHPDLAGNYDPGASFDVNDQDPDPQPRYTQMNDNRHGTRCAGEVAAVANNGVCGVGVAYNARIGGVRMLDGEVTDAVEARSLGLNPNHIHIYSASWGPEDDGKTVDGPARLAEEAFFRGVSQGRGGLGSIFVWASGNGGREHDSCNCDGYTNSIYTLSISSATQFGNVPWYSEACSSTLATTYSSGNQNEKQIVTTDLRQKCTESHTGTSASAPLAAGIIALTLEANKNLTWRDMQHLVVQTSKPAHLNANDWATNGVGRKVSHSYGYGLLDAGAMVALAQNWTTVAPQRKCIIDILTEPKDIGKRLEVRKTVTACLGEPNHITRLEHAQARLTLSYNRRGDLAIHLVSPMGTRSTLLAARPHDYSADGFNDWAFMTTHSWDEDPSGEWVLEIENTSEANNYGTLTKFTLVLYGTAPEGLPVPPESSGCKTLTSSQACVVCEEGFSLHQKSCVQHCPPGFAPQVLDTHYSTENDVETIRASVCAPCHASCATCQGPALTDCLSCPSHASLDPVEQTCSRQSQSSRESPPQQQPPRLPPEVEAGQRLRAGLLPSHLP
Thrombin inh: blocks human thrombin protease activity; P00734; alpha-thrombin, Boc-VPR-AMC fluorogenic substrate cleavage; inhibition, % at 5 µM; 0.26% of 220,000 active; AID 1046;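 active = inhibition at or above 40%; inactive = inhibition below 40%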;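 note: 0% = enzyme with no compound and 100% = wells without enzyme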
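Assay system: human alpha-thrombin enzyme. Reagent: Boc-VPR-AMC substrate, 15 µM final. Compound dosing: one concentration per compound, 5 µM, with 0.2% DMSO. Incubation: room-temperature reaction. Technique: AMC fluorescence, 355/460 nm. Measure: % inhibition relative to enzyme controls and enzyme-free blanks.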
TRPML3 ag: human mucolipin-3 channel agonism; 0.29% of 220,000 active; AID 1448; Q8TDD5; activation, % at 3 µM; HEK293 TRPML3-YFP, Fluo-8 calcium fluorescence; 100% = the carbachol control signal;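 active = activation above its plate's cutoff, the mean activation of the plate's test wells plus 3 SD, cut at about 12% in these data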;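 note: 0% = DMSO only wells and 100% = carbachol wells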
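system = HEK293 cells stably carrying human TRPML3-YFP | doses = one concentration, 3 µM nominal, 0.3% DMSO | timing = dye loading 1 h 37 °C then 30 min ambient, 125 s read | detection = Fluo-8 calcium dye fluorescence, ex 470-495, em 515-575 nm | benchmarks = high control carbachol 87 µM, low control DMSO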
Tb hexokinase: T. brucei hexokinase 1 inhibition; AID 1430; recombinant TbHK1, G6PDH-coupled NADH A340; 0.11% of 220,000 active; inhibition, % at 10 µM;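 active = inhibition of 50% or more in the single-dose primary screen; inactive = inhibition below 50%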
zfTRPN1 agonist: zebrafish TRPN1 (NompC) channel agonism; HEK293 zebrafish TRPN1-YFP, Fluo-8 calcium fluorescence; 100% = response to 87 µM carbachol; activation, % at 3 µM; 0.18% of 220,000 active; AID 1424;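 active = activation above its plate's cutoff, the mean activation of test wells on that plate plus 3 SD, cut at about 19% in these data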;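 note: 0% = DMSO alone and 100% = 87 µM carbachol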
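Assay system: Zebrafish TRPN1-YFP in HEK293 cells | Incubation: Dye loading 1 h at 37 °C, then 30 min room temperature | Measured by: Kinetic Fluo-8 fluorescence, ex 470-495, em 515-575 nm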
PPC-1+TRAIL kill: compounds killing PPC-1 cancer cells with TRAIL present (potentiator screen, no TRAIL-free arm); PPC-1 cells + TRAIL, ATPLite viability luminescence; cell killing (% activity), % at 4 µM; 0.41% of 220,000 active;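 active = cell killing above 50% in the first pass at 4 µM, then a duplicate retest at 5 µM averaging 50% or more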;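 note: plate controls were cells with TRAIL plus DMSO for no effect and medium-only wells lacking cells for full effect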
An asterisk follows results filed as active; x = not tested or not shown; [ ] = another dose, or the depositor's remark.

Preview (2 entries):
| Molecule | Calpain2 inh | EBV gp42 inh | Cl transport mod | Furin inh | Thrombin inh | TRPML3 ag | Tb hexokinase | zfTRPN1 agonist | PPC-1+TRAIL kill |
| --- | --- | --- | --- | --- | --- | --- | --- | --- | --- |
| COC(=O)N/N=C/c1ccccc1OCCOc1ccc(OC)cc1 | 11 | -4 | -0.16 | -19 | -8 | -0.5 | -9 | 0.0 | 4 |
| Cc1c(CNC(=O)c2nn3c(c2Cl)NC(c2ccccc2)CC3C(F)(F)F)cnn1C (stereo not drawn) | -8 | 7 | -0.27 | -4 | 15 | 0.5 | -4 | 1.7 | 1 |

The list itself, from the start:
| Molecule | Calpain2 inh | EBV gp42 inh | Cl transport mod | Furin inh | Thrombin inh | TRPML3 ag | Tb hexokinase | zfTRPN1 agonist | PPC-1+TRAIL kill |
| --- | --- | --- | --- | --- | --- | --- | --- | --- | --- |
| COC(=O)N/N=C/c1ccccc1OCCOc1ccc(OC)cc1 | 11 | -4 | -0.16 | -19 | -8 | -0.5 | -9 | 0.0 | 4 |
| Cc1c(CNC(=O)c2nn3c(c2Cl)NC(c2ccccc2)CC3C(F)(F)F)cnn1C (stereo not drawn) | -8 | 7 | -0.27 | -4 | 15 | 0.5 | -4 | 1.7 | 1 |
| COc1ccc(C2=NOC(C(=O)NCc3ccco3)C2)cc1 (stereo not drawn) | -4 | -24 | -0.92 | -11[20 µM] | -1 | -0.4 | 4 | 0.4 | 25 |
| CC(C)CNC(=O)CC1Nc2ccccc2NC1=O (stereo not drawn) | -36 | -16 | 1.1 | -13 | 3 | 0.5 | -20 | 1.8 | -9 |
| CC(O)Cn1nc([N+](=O)[O-])nc1N (stereo not drawn) | 7 | -15 | 0.23 | -19 | x | -0.3 | -7 | 0.4 | 16 |
| Cn1c2c(c(=O)[nH]c1=O)C(NC(=O)c1ccco1)(C(F)(F)F)C(=O)N2 (stereo not drawn) | 13 | 1 | -0.056 | -25[20 µM] | 22 | -0.1 | -1 | 0.9 | -5 |
| O=C(N/N=C/c1ccncc1)c1cccc([N+](=O)[O-])c1 | -4 | -6 | -1.6 | -12 | -5 | 0.6 | -7 | 0.5 | 1 |
| COc1cc(/C=N/Nc2nc(N3CCCC3)nc(N3CCCC3)n2)ccc1O | -3 | -4 | -1.4 | -14[20 µM] | 3 | 0.9 | -54 | 0.6 | 29 |
| N=c1n(CC(=O)O)c2ccccc2n1Cc1ccccc1Cl | -3 | -21 | 1.7 | -2 | 0 | 0.0 | -3 | 1.3 | 1 |
| Cc1ccc(Cc2cnc(N3C(=N)SC(c4ccccc4)C3=O)s2)cc1 (stereo not drawn) | -39 | -13 | 1.9 | -16 | 33 | 0.3 | 16 | 0.2 | 20 |
| CCOC(=O)n1c(=O)n(Cc2ccccc2)c2ccccc21 | -3 | -2 | x | -18[20 µM] | 1 | -0.4 | 1 | -0.9 | 6 |
| CCOC(=O)CC1C(=O)NCCN1S(=O)(=O)c1ccc(C)cc1 (stereo not drawn) | -20 | 1 | 0.048 | -19 | 1 | 0.9 | -3 | 0.0 | 19 |
| O=C(Cn1c(=O)oc2cc(S(=O)(=O)N3CCOCC3)ccc21)N1CCc2ccccc2C1 | -6 | -21 | x | -22 | -2 | 0.3 | -2 | -0.7 | 9 |
| CCc1ccc(-n2c(SCC(=O)N3Cc4ccccc4CC3C(=O)O)nnc2-c2ccncc2)cc1 (stereo not drawn) | 11 | -18 | 0.59 | -10 | -6 | -0.9 | -5 | -0.8 | 23 |
| O=C(O)CCCN1C(=O)C(=O)/C(=C(/O)c2ccccc2)C1/C=C/c1ccccc1 (stereo not drawn) | 17 | 7 | 1.2 | -3 | x | 0.8 | -16 | 1.6 | 4 |
| O=C(CSc1nnc(Cn2c(=O)sc3ccccc32)n1-c1ccccc1)N1CCOCC1 | -17 | 0 | x | -8 | -5 | 0.1 | -4 | 1.0 | -4 |
| Cc1ccc(C)c(OCC(=O)NCCNC(=O)COc2cc(C)ccc2C)c1 | 13 | 2 | -1.3 | 3[20 µM] | -4 | -0.4 | 9 | 1.2 | 2 |
| O=C/C(=C\Nc1ccccn1)c1nc2cc(Cl)ccc2o1 | -19 | -25 | -0.43 | -12[20 µM] | -4 | 0.8 | -22 | 1.7 | 35 |
| COc1ccc(Br)cc1CN1CCN(C(=O)c2cccc(OC)c2OC)CC1 | 2 | -12 | x | -20[20 µM] | -1 | 1.1 | -12 | -1.0 | 20 |
| COCc1nnc(SCC(=O)NC(C)c2ccccc2)n1-c1ccccc1 (stereo not drawn) | -23 | -10 | -1.8 | -18[20 µM] | -11 | 0.3 | 0 | 1.0 | -12 |
| O=C(NC1CCCCC1)C(c1ccc2ncccc2c1)N(Cc1ccc2c(c1)OCO2)C(=O)c1cccs1 (stereo not drawn) | -234 | -8 | x | -23[20 µM] | 7 | -0.3 | -4 | -0.3 | 14 |
| Cc1onc(-c2c(F)cccc2Cl)c1C(=O)NCc1ccco1 | -30 | -11 | 0.75 | -4 | 1 | 0.2 | 1 | -0.9 | 7 |
| O=C(N/N=C(\c1ccccc1)c1ccccn1)c1cccc([N+](=O)[O-])c1 | 34 | -12 | 12* | -18 | 20 | 0.2 | 24 | 1.0 | 10 |
| c1ccc(Cn2c(-c3ccccc3)c[n+]3c2SCCC3)cc1 | -11 | -1 | 0.42 | -13 | 4 | 0.8 | -2 | 0.0 | 2 |
| O=C(COc1nsnc1N1CCOCC1)N/N=C/c1ccccc1O | -94 | -12 | 0.38 | -16 | 1 | 0.1 | -5 | 2.4 | 14 |
| Cc1nnc(SCc2nc3sc4c(c3c(=O)[nH]2)CCCC4)[nH]c1=O | -49 | -13 | -0.25 | -24 | -9 | 0.3 | 6 | 1.0 | 11 |
| Cc1cc(C)c2c(N)c(C(=O)NCc3ccco3)sc2n1 | -368 | -10 | 2.3 | -10[20 µM] | 2 | 0.1 | -14 | -0.2 | -20 |
| Cc1ccc(C(=O)OCC(=O)Nc2sc3c(c2C#N)CCCC3)cc1NC(=O)c1ccco1 | -339 | -11 | x | 4[20 µM] | -4 | -0.2 | -6 | -0.8 | 29 |
| c1ccc2c(c1)CCCN2Cc1nnnn1C1CCCC1 | -8 | -9 | 0.023 | -9 | -19 | -1.0 | 3 | -0.9 | 21 |
| CCOC(=O)N1CCN(C(=S)Nc2cccc(C)c2)CC1 | 3 | -9 | -0.039 | -6 | -3 | 1.0 | 3 | 2.0 | -11 |
| Cc1cc(CN2CCCCC2)oc1C(=O)O | -5 | -6 | 0.073 | -10[20 µM] | 4 | 0.1 | 1 | -0.7 | 22 |
| Cc1cccc(N2CCN(C(=O)C3(S(=O)(=O)c4ccc(Cl)cc4)CC3)CC2)c1C | -6 | 6 | 0.032 | -24 | -8 | 0.6 | -6 | 0.1 | 2 |
| Cn1c(CNC(=O)c2ccc(F)cc2)nc2ccccc21 | 5 | -6 | -0.029 | -23 | -10 | 0.6 | 1 | -0.1 | 1 |
| C=CCn1c(SCC(=O)Nc2nnc(CC)s2)nnc1-c1ccncc1 | 24 | -3 | -1.4 | -21 | -2 | 0.4 | -6 | -0.8 | 10 |
| Cc1cc(-c2nnc3sc(-c4ccc(Cl)cc4Cl)nn23)n[nH]1 | -51 | -2 | 0.64 | -21 | -7 | -0.2 | 5 | -0.4 | 15 |
| C=CCSc1n[nH]c(=O)n1-c1cccc(C(F)(F)F)c1 | -12 | -15 | 0.038 | -15 | -5 | 0.3 | -2 | 1.7 | 7 |
| CC/C(O)=C1\C(=O)CC(c2ccccc2)CC1=NCCc1c(C)[nH]c2ccc(C)cc12 (stereo not drawn) | -15 | -6 | 0.42 | -3 | 1 | 0.4 | -4 | -1.2 | 4 |
| O=C(Cc1ccccc1)NC(Nc1cccc2ccccc12)C(Cl)(Cl)Cl (stereo not drawn) | -24 | -11 | 0.57 | -11[20 µM] | -5 | 0.2 | 0 | 0.0 | 0 |
| CC(=O)c1cc2c(cc1NC(=O)CSc1nc3ccccc3o1)OCO2 | -40 | -2 | x | -4[20 µM] | -2 | -1.1 | 1 | 0.3 | 11 |
| Cc1nc2nc3c(cn2n1)C(=O)CC(c1ccccc1)C3 (stereo not drawn) | -19 | -6 | -0.067 | -21 | -12 | 1.4 | 7 | 0.8 | 16 |
| COc1cc2c(c(OC)c1OC)C(=O)CC2 | -17 | -10 | 0.84 | -31 | 0 | 0.3 | -12 | -1.7 | 12 |
| COc1ccc(C(=O)Cc2cc(OC)c(OC)cc2[N+](=O)[O-])c(OC)c1 | -22 | -4 | 0.077 | -20[20 µM] | 1 | 1.5 | -1 | -2.9 | 24 |
| CCCNc1nc2c(c(=O)n(C)c(=O)n2C)n1Cc1ccc(F)cc1 | 4 | -8 | 1.5 | -14 | 1 | -0.7 | 4 | -0.5 | 11 |
| CCOCCn1c(CC)nc2ccccc21 | -18 | 0 | -0.0099 | -19 | -13 | 0.5 | -6 | 0.8 | 16 |
| CC(Oc1cccc2cccnc12)C(=O)N/N=C/c1ccccc1 (stereo not drawn) | -19 | -2 | 0.22 | -21 | -5 | 0.0 | -4 | -0.1 | -18 |
| O=C1C2CC=CCC2C(=O)N1c1ccc(OCC(O)Cn2nnc3ccccc32)cc1 (stereo not drawn) | 27 | -4 | 0.61 | -10[20 µM] | 2 | 2.8 | 3 | 3.1 | -8 |
| Cc1ccc(NC(=S)NCCN(C2CCCCC2)C2CCCC2)cc1C | 21 | 8 | -0.18 | 0 | 1 | 0.6 | 13 | -0.5 | -2 |
| CNC(=O)C1CC(=O)N(CCc2ccc(OC)cc2)C(=Nc2ccc(OC)cc2)S1 (stereo not drawn) | -27 | 0 | 0.35 | 27*[20 µM] | -6 | 1.2 | -12 | 2.8 | -1 |
| CC1CCCN(CCC(=O)c2ccc(Br)cc2)C1 (stereo not drawn) | -3 | -17 | 0.63 | -13[20 µM] | -3 | 0.6 | 4 | -0.3 | 6 |
| COCc1n[nH]c(=S)n1-c1ccccc1 | -2 | -27 | -0.07 | -20[20 µM] | 0 | 0.4 | 0 | 0.5 | 13 |
| COc1cccc(C(=O)OCCCN(C)C)c1 | 12 | -12 | 0.002 | -8 | -5 | 0.9 | 24 | 1.1 | 17 |
| O=C(NC(Cc1ccccc1)C(=O)O)/C(=C/c1ccc([N+](=O)[O-])cc1)NC(=O)c1ccccc1Br (stereo not drawn) | -33 | -19 | -0.046 | -19 | 10 | 0.0 | -18 | -0.6 | 19 |
| N#Cc1c(NC(=O)C2CC(c3c(F)cccc3Cl)=NO2)sc2c1CCC2 (stereo not drawn) | -19 | -5 | 0.2 | -14 | 3 | 1.3 | 36 | -0.8 | 18 |
| Nc1ccc(Nc2ccccc2N)cc1 | -20 | -10 | 0.13 | -25 | 3 | -0.8 | 1 | 1.8 | 6 |
| COc1ccc(C(=O)NC(=S)Nc2ccc(CN3CCOCC3)cc2)cc1OC | 3 | -7 | 0.41 | -13 | 4 | 1.6 | -22 | 3.3 | 39 |
| Cc1cccc(CCNC(=O)C2CCC(CNS(=O)(=O)c3cccs3)CC2)c1 (stereo not drawn) | 34 | -12 | -0.23 | -2 | -4 | -0.5 | 2 | 1.9 | 13 |
| COCCn1c(SCC(=O)c2ccc3c(c2)OCCO3)nnc1-c1ccco1 | -5 | -6 | -0.71 | -42 | -1 | 0.5 | -5 | -1.3 | 7 |
| CCOc1ccc2nc(NC(=O)CCn3cccc3)sc2c1 | -58 | -18 | 0.6 | -15 | -6 | 0.4 | 4 | 0.8 | 12 |
